Source: PubChem BioAssay (National Center for Advancing Translational Sciences (NCATS))
PI4K2A block: inhibitors of human PI4K2A | activity change, negative = inhibition, % at 76.9 µM | AID 1346378 | purified PI4K2A, ADP-Glo luminescence, 1 h; hits give low values | 0.13% of 420,000 active; in the data active means activity change below about -50%; inconclusive means mostly about -30% to -49%;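 further: -100% = wells without enzyme as full effect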
Target sequence (Q9BTU6 whole entry, looked up): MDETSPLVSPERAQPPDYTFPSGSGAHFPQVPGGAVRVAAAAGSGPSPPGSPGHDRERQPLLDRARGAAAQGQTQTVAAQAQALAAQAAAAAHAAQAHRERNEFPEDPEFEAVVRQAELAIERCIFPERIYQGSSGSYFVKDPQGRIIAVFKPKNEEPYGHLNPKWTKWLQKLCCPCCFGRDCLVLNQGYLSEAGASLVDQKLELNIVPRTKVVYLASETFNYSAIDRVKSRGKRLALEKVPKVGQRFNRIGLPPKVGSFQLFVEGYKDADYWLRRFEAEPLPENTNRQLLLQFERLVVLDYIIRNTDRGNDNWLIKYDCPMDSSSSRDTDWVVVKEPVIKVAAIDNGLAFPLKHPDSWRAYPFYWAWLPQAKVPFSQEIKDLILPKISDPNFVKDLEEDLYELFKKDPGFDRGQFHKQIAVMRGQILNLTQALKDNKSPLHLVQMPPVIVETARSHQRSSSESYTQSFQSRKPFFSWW
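ADP-Glo luminescence measured ADP generated by PI4K2A enzyme (4 ug/mL before mixing) with 1.2 mM PI substrate (pre-mix) and 300 microM ATP (pre-mix). Tris pH7.5 buffer with MgCl2, Triton X-100; 1 h reaction at ambient temperature.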
HP1b chromo inh: inhibitors of HP1-beta chromodomain binding to methylated histone tails; P83916; AlphaScreen HP1-beta / biotin-H3K9me3 peptide binding; Potency, µM (series often up to 114 µM), for the others: top-dose activity change, negative = inhibition, usual class: inhibitors; 0.56% of 390,000 active; further: potency means the concentration at half of the fitted maximal effect; nearly all actives have a fitted effect of over 70% in size; inactives centre near 23
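AlphaScreen: HP1-beta (50 nM) preformed 30 min with biotin-H3(1-18)K9me3 peptide (50 nM) in PBS pH 7.4, 0.01% Tween-20. Compound added for 30 min at RT, then streptavidin donor/nickel chelate acceptor beads (10 ug/mL) for 30 min.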
rTrxR1 inhibitor: rat TrxR1 inhibition; recombinant rTrxR1, NADPH fluorescence consumption, selenite substrate; Potency, µM (titrated, usually from 114 µM), without a hit: at the highest dose activity change, negative = inhibition, most hits filed as inhibitors; 1% of 390,000 active; further: potency means the concentration at half of the fitted maximal effect; on the % scale 0 is the no-effect control and ±100 the full control effect; nearly all actives have a fitted effect of over 65% in size
Target sequence (O89049 whole entry, looked up): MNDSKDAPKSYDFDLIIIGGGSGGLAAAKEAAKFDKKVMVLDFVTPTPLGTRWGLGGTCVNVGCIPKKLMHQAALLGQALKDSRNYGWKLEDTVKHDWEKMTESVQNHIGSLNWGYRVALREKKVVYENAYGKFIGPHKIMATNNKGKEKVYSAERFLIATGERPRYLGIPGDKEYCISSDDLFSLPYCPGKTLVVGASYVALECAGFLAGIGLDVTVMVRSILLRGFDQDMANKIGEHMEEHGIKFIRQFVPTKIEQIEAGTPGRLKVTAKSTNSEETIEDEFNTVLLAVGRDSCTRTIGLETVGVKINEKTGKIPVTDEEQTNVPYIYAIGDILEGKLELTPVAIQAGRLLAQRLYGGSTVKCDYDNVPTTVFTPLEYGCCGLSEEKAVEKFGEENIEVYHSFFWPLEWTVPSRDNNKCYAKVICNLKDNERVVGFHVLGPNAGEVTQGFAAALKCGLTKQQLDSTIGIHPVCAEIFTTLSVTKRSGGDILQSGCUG
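Rat TrxR1 (90 nM in the dispensed reagent) was pre-reduced with 400 uM NADPH for 5 min at room temperature, then incubated with compound for 15 min. After 400 uM selenite was added, NADPH fluorescence (Ex 340/Em 450 nm) was followed for 8 min.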
TrxR1 substrate: is turned over as a substrate by rat TrxR1 | O89049 | purified TrxR1 substrate turnover, NADPH consumption readout | Potency, µM (titrated, usually from 114 µM), inactives show top-dose activity change, negative = substrate turnover | 0.01% of 390,000 active | AID 588456; further: potency means the concentration at half of the fitted maximal effect; on the % scale 0 is the no-effect control and ±100 the full control effect; nearly all actives have a fitted effect of over 50% in size
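Rat TrxR1, dispensed at 90 nM, was prereduced with 400 uM NADPH (final) for 5 min at ~22 deg C, then incubated with compound 15 min before 400 uM selenite. A first-read NADPH fluorescence drop versus no-compound background flagged substrates.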
GLS inhibitor: blocks human kidney-isoform glutaminase activity; O94925; GLS enzymatic activity, qHTS titration; Potency, µM (top dose mostly 45.5 µM), inactives show at the highest dose activity change, negative = inhibition, usual class: inhibitors; 0.21% of 410,000 active; further: potency means the concentration at half of the fitted maximal effect; on the % scale 0 is the no-effect control and ±100 the full control effect
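Coupled fluorescence readout: glutamate oxidase/HRP/Amplex Red detect glutamate formed by hKGA from L-glutamine (1 mM solution added). Buffer 45 mM KH2PO4 pH 8.2, 0.02% Tween-20; reads at t0 and 30 min RT.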
Pin1 inh: inhibitors of human Pin1. AID 504891. Potency, µM (titrated, usually from 115 µM), for the others: top-dose activity, negative = inhibition, actives largely listed as inhibitors. 0.009% of 390,000 active. Q13526. Pin1 FP peptide displacement, HiFluor488, 10 min; active means well fitted inhibition curve with a large enough effect in the polarisation, with a control signal flat, not every such curve was filed as active; inconclusive means small, poorly fitted or top-dose-only effect, or effect the other way, or a change in a side signal; inactive means no such curve, though single readings can be large or run the other way; the % refers to the polarisation; further: potency means the concentration at half of the fitted maximal effect; on the % scale 0 is the no-effect control and ±100 the full control effect
PGK inhibitor: T. brucei PGK inhibition. P07378. PGK/GAPDH coupled, Kinase-Glo luminescence, 60 min. Potency, µM (highest dose often 57.5 µM), without a hit: at the top dose activity change, negative = inhibition, most hits filed as inhibitors. 0.043% of 380,000 active. AID 602233; further: potency means the concentration at half of the fitted maximal effect; on the % scale 0 is the no-effect control and ±100 the full control effect; nearly all actives have a fitted effect of over 60% in size
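Recombinant glycosomal PGK reaction used 1,3-bisphosphoglycerate generated in-well by GAPDH (100nM final) in 100mM TEA pH 7.6, 5mM MgCl2, 0.01% Tween-20. After 60 minutes at room temperature, ATP was read by Kinase-Glo Plus luminescence end-point.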
USP1-UAF1 inh: USP1/UAF1 (human) deubiquitinase inhibition | O94782 | recombinant USP1/UAF1, Ub-Rhodamine cleavage fluorescence | Potency, µM (top dose mostly 57.1 µM), without a hit: top-dose activity change, negative = inhibition, actives largely listed as inhibitors | 0.23% of 390,000 active | AID 743255; further: potency means the concentration at half of the fitted maximal effect; on the % scale 0 is the no-effect control and ±100 the full control effect; nearly all actives have a fitted effect of over 60% in size; inactives centre near -12
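In this screen, compounds sit with the deubiquitinase complex (1nM) for 15 min at room temperature before Ub-Rho is added at 150nM final. Fluorescence rise is then followed for 6 reads every 60 seconds.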
mIDH1 inhibitor: human IDH1 R132H inhibition. O75874. IDH1-R132H enzyme, NADPH consumption, diaphorase/resazurin fluorescence. Potency, µM (top dose mostly 76.6 µM), inactives show at the highest dose activity change, negative = inhibition, hits mostly inhibitors. 0.093% of 390,000 active. AID 602179; further: potency means the concentration at half of the fitted maximal effect; on the % scale 0 is the no-effect control and ±100 the full control effect; nearly all actives have a fitted effect of over 65% in size
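IDH1-R132H (0.5 ug/mL) preincubated 30 min with compound, then NADPH (0.016 mM) and alpha-KG (2 mM) added; 80 min at RT, pH 7.5. Remaining NADPH coupled via diaphorase/resazurin to fluorescence (540/590 nm); concentration-response curves normalized to no-enzyme control.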
An asterisk follows results filed as active; i = inactive; ? = inconclusive; / = not tested or not shown; [ ] = another dose, or the depositor's remark. Unless noted, the call rests on the fitted dose curve; in most records, active means well fitted curve in the direction sought with a large enough effect; inconclusive means small, poorly fitted or top-dose-only effect, or another doubt; inactive means no such curve, though single readings can be large; an effect the other way counts as inactive or inconclusive. Some of the compounds tested, so the mix of outcomes need not match the whole.

compound	TrxR1 substrate	Pin1 inh	GLS inhibitor	HP1b chromo inh	mIDH1 inhibitor	PI4K2A block	rTrxR1 inhibitor	PGK inhibitor	USP1-UAF1 inh
Cn1ncc2c(=O)n(CC(=O)NC34CC5CC(CC(C5)C3)C4)cnc21	-7.1%	-12.2%	-7.2%	45.3%[activator]	-1.1%	4.0	-2.3%	-0.5%	-23.4%
CCOC(=O)c1ccccc1NC(=O)CSc1nc(=O)[nH]c2c1CCCC2	2.8%[57.1 µM]	-6.8%	-6.0%	25.6%	-3.4%	4.9	17.8%[57.1 µM]	4.9%	-5.9%
O=C1N/C(=C/c2ccco2)C(=O)N1Cc1ccccc1F	12.8%[57.1 µM]	14.3%	66.5%[activator]	?	1.2%	2.1	?	-0.7%	-9.0%
O=C(NC(CCl)c1ccccc1)c1ccc(Cl)cc1 (centres undefined)	6.2%[57.1 µM]	4.7%	2.6%	34.7%[activator]	3.1%	-2.4	18.5%[57.1 µM]	i	2.7%
CCn1nnnc1-c1ccc(OC)c(S(=O)(=O)N2CCCCC2)c1	-4.7%	3.6%	-3.5%	60.5%[activator]	5.0%	-0.1	-4.9%	-6.4%	-15.4%
Cc1cc(/C=N/n2cnnc2)c(C)n1-c1ccc(C(=O)O)cc1	-3.6%	0.1%	/	35.4%	3.9%	3.2	3.9%	i	-10.8%
CN(C(=O)COC(=O)C1CSC2(C)CCC(=O)N12)c1ccccc1 (centres undefined)	-2.5%	-7.4%	11.2%	9.3%	0.8%	4.2	16.0%	-0.7%	-0.8%
Brc1ccc(-c2nc3c4ccccc4ccn3c2Cc2ccccc2)cc1	/	/	3.0%	/	9.7%	-2.9	/	-5.9%	?
CC1CC(C)CN(C(=O)c2ccc3c(c2)OCCO3)C1 (centres undefined)	-4.5%	2.6%	1.6%	37.5%	2.5%	2.5	-2.3%	-5.7%	-3.0%
Cc1c(NS(=O)(=O)c2cccs2)c(=O)n(-c2ccccc2)n1C	-5.1%	-4.1%	8.6%	30.4%	4.6%	2.0	9.3%	-1.5%	-20.6%
O=Cc1c[nH]c2ccc(NC(=O)OCc3ccccc3)cc12	-3.8%[2.29 µM]	9.8%	-8.7%	24.3%[57 µM]	2.5%	-3.5	-0.9%[2.29 µM]	-5.5%	4.2%
Nc1c(N(CCO)C(=O)c2ccccc2OCc2ccccc2Cl)c(=O)[nH]c(=O)n1Cc1ccccc1	0.4%	-2.5%	-1.5%	40.9%[activator]	-5.9%	3.9	3.8%	-5.6%	-3.6%
Cc1nc2cc(NC(=O)N3CCCC3)ccc2n1C	-6.9%	-5.7%	3.4%	38.0%	5.6%	3.6	7.0%[57.1 µM]	-1.0%	-9.8%
Clc1nccnc1N/N=C/c1ccc(Br)cc1	-8.6%	0.0%	11.6%	2.3%	3.7%	-12.2	-8.1%	?	-17.5%
COCC(C)n1c(SCc2ccc(OC)c(F)c2)nc2ccccc2c1=O (centres undefined)	2.1%[57.1 µM]	23.3%	11.6%	82.1%[activator]	1.5%	-15.5	-38.7%	3.1%	-5.0%
Cc1nc2cc(-c3ccccc3)nn2c(C)c1CCC(=O)NCc1cccc(Cl)c1	86.1%	5.8%	0.2%	24.3%	-0.1%	-1.1	45.8%[activator]	-9.3%	-25.2%
NCCC(=O)N1c2ccccc2Sc2ccc(Cl)cc21	-0.9%	-5.4%	-4.4%	34.8%	-9.1%	-2.9	3.3%	-1.4%	-4.6%
CN(C)N1C(N)=C(C#N)C(c2ccc(Cl)cc2)C2=C1CCCC2=O (centres undefined)	-7.6%	1.7%	-28.4%	2.0%	13.2%	-6.1	12.8%[57.1 µM]	-0.2%	-4.9%
COc1n[nH]c(C(=O)Nc2cc(F)ccc2C)c1[N+](=O)[O-]	-14.4%	-3.3%	15.5%	14.6%	6.2%	4.4	-5.7%	2.6%	-4.4%
Cc1ccccc1CCNC(=O)c1cc2ccccn2n1	4.0%[57.1 µM]	-4.3%	-1.4%	33.2%	0.0%	-1.8	8.5%[57.1 µM]	i	0.3%
CCOC(=O)C1(CC2CCCCO2)CCN(C(=O)Nc2ccc(SC)cc2)CC1 (centres undefined)	-2.5%	-5.7%	15.8%	17.5%	3.5%	-4.2	14.4%	i	-10.8%
CCOc1ccc(CNS(=O)(=O)c2cc3c(cc2C)NC(=O)CO3)cc1	-5.5%[57.1 µM]	-9.6%	1.8%	16.4%[57 µM]	-13.4%	-2.7	17.9%[57.1 µM]	-3.8%	?
O=C(NNC(=S)NC(=O)c1cccc([N+](=O)[O-])c1)c1ccc(O)cc1	13.6%[57.1 µM]	2.2%	-1.1%	-16.8%	3.1%	-6.8	-4.7%[57.1 µM]	i	-21.4%
COc1ccc(NC(=O)NCCCCc2ccccc2)cc1OC	-3.0%	-2.1%	6.5%	36.4%	-7.8%	-0.9	13.5%	-6.3%	-4.8%
CC(C)(C)C(=O)OC/C(N)=N/OC(=O)c1ccc(Cl)c(Cl)c1	1.2%	-6.4%	-5.3%	83.0%[activator]	8.2%	-2.2	25.7%	i	-29.0%
Cc1ccc2c(c1)c1c3n2CCN(CC#N)C3CCC1 (centres undefined)	-13.9%	1.4%	24.4%	29.3%	-14.9%	4.7	?	9.1%	-14.5%
Cc1ccc(CNC(=O)c2ccc[nH]2)cc1	0.2%[57.1 µM]	-2.9%	1.0%	-15.7%	9.2%	-8.1	11.5%[57.1 µM]	-4.8%	-3.2%
Fc1ccccc1Cc1ccc(Cl)nn1	-13.2%[57.1 µM]	-4.1%	-1.4%	62.7%[activator]	5.8%	-3.8	28.1%[57.1 µM]	-6.1%	-11.4%
Cc1ccc2c(cnn2C(=O)CCC(=O)N2CCCCC2C)c1 (centres undefined)	6.4%[57.1 µM]	0.0%	1.8%	41.1%[activator]	9.7%	-2.6	9.5%[57.1 µM]	-2.1%	-10.5%
COc1ccc(N(C(=O)c2cccnc2)S(=O)(=O)c2ccccc2)cc1	7.9%[57.1 µM]	-6.0%	2.2%	31.2%	0.0%	-2.1	23.5%[57.1 µM]	-0.1%	-11.7%
CCCN(CCC)CC(=O)Nc1cccc2c1OCO2	-4.0%	1.0%	8.5%	18.3%	1.3%	3.3	-8.8%	5.4%	3.1%
Cc1ccc(/C=C/C2=NN(C)C(=O)CC2)cc1	-0.8%[57.1 µM]	3.0%	-12.3%	18.2%	9.6%	-6.0	13.7%[57.1 µM]	-8.1%	4.3%
CC(=O)OCC1=C(C(=O)O)N2C(=O)C(NC(=O)c3ccc(COc4cccc(Cl)c4Cl)o3)C2SC1 (centres undefined)	5.6%[11.4 µM]	?	-18.0%	-4.1%	0.8%	-3.3	-47.7%[57.1 µM]	?	-20.9%
C/C=C/C(=O)Nc1nnc(C(C)C)s1	-0.7%[57.1 µM]	-1.0%	-14.9%	27.1%	6.2%	0.2	25.0%[57.1 µM]	-1.0%	-8.9%
CC1CC(C)CN(S(=O)(=O)N2CCC(C(=O)NCCC3=CCCCC3)CC2)C1 (centres undefined)	1.1%[11.4 µM]	3.9%	-5.4%	37.7%	-2.0%	1.9	-22.8%[11.4 µM]	i	-20.5%
Cc1ccc(S(=O)(=O)Nc2nc3n(n2)C(c2ccc(Cl)cc2)CC(=O)N3)cc1 (centres undefined)	0.1%	-7.3%	15.7%	33.0%	8.0%	-0.2	4.2%	-5.3%	-11.9%
O=C(C1=C[C@@H](c2ccc(C(F)(F)F)cc2)C[C@@H](OCCCCO)O1)N1CCN(Cc2ccc3c(c2)OCO3)CC1	-12.5%	0.7%	-2.8%	0.6%	-34.2%	3.5	8.2%	i	-23.5%
CCCCN(C)C(=O)C1CCN(Cc2cccnc2)CC1	-8.2%	1.7%	0.7%	?	-6.3%	2.3	-13.7%	-1.8%	-4.9%
COc1ccc(NC(=O)CN2CCC(NC(=O)c3ccc(OC)cc3)CC2)cc1	-3.3%	1.5%	0.7%	27.3%	-3.6%	0.6	6.8%	-1.7%	-3.5%
CC(C)(C)c1ccc(OCCCC(=O)NC2=NCCS2)cc1	3.1%[57.1 µM]	-1.0%	-10.9%	56.1%[activator]	-2.2%	-8.9	-4.3%	-0.9%	-4.6%
CCOC(=O)CN(C(=O)CSc1nnc(C)n1-c1ccccc1)c1cccc([N+](=O)[O-])c1	7.3%	10.8%	4.6%	20.9%	0.8%	0.8	16.7%	4.9%[11.5 µM]	-5.6%
CSc1ccc(CCNC(=O)C(C)n2nc(C)c3sc4ccccc4c3c2=O)cc1 (centres undefined)	8.6%	10.4%	5.7%	13.6%	/	-9.1	2.4%	/	24.8%
Cc1ccc(C(=O)Nc2ccccc2C(=O)O)cc1S(=O)(=O)Nc1ccc(Br)cc1	-17.1%[57.1 µM]	/	3.9%	-0.1%	1.2%	-0.1	19.8%[57.1 µM]	-2.7%	-16.9%
O=C(CSc1n[nH]c(-c2ccc(Br)cc2)n1)N1CCOCC1	-9.7%[57.1 µM]	13.3%	-8.3%	40.6%[activator]	-6.9%	-6.5	?	-5.3%	1.8%
O=C(CNC(=O)c1cccc(F)c1)OCCOc1cccc(Cl)c1	-4.4%	5.3%	6.9%	28.9%	1.4%	-11.3	1.7%	5.0%	-12.3%
